# mcGAS RapidFire – blocks mouse cGAS cGAMP production; Q8C6L5; recombinant mouse cGAS, cGAMP by RapidFire MS; inhibition, % at 12.5 µM; 130,000 compounds, 0.18% hits;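 active = inhibition of cGAS enzyme activity at or above 60%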;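 also: enzyme stimulated by 45 bp dsDNA with ATP and GTP substrates; cGAMP share of summed cGAMP plus half ATP and half GTP signals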
# Target sequence (Q8C6L5 whole entry, looked up): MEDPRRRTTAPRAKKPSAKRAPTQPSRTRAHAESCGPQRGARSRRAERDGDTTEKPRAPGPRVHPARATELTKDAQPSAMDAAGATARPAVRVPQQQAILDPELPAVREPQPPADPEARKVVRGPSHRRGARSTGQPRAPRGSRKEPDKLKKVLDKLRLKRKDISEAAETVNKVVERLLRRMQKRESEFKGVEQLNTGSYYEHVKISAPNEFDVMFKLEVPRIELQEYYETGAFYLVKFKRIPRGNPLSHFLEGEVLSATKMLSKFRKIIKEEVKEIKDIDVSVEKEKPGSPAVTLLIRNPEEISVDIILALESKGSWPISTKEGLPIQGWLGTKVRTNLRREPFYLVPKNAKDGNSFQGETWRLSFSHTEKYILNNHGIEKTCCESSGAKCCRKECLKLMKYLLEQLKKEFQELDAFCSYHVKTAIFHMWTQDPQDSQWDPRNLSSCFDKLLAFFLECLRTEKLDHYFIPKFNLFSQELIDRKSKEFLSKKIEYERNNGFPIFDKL
# * = called active by the depositor; & = joins results of further samples. An excerpt; count on the stated rates, not on these rows.
SMILES,mcGAS RapidFire
O=C(Nc1ccc(CNS(=O)(=O)c2ccc3c(c2)CCC3)cc1)c1ccco1,-10
COc1cc2c(cc1OC)CN(C1CCCN(C(=O)c3ccc(F)cc3Cl)C1)CC2 (stereo not drawn),-5&-2
CC(C)=CC(=O)NC(c1ccccc1)C(F)(F)F (stereo not drawn),-2
C=CCN(CC(=O)NC1CCOCC1)CC1CCCCC1,-4
CCOC(=O)c1cnc2c(Cl)cccc2c1N,17
OC12CC(Cc3cccnc31)c1ccccc12 (stereo not drawn),3
CC(=O)c1c(C)[nH]c(C(=O)OCc2nc(-c3cccs3)no2)c1C,-3
NCc1n[nH]c(=O)n1CCc1ccc(F)cc1,-21
COc1ccccc1C(=O)Cn1c(C)c(C(=O)N(C)Cc2ccc(F)cc2)sc1=O,-3
O=C(c1cc(Cl)c2c(c1)OCO2)N(CC1CCCO1)C1CCS(=O)(=O)C1 (stereo not drawn),-3
N#CCCN(CC(F)(F)F)C(=O)Cc1ccc(Br)cc1,-5
COC(=O)C1C2C=CC3(CN(C4CCCCC4)C(=O)C13)O2 (stereo not drawn),-4
CN(Cc1ccc(N2CCOCC2)cc1)Cn1cnc2c(=O)n(C)c(=O)n(C)c21,-14
Cc1ccc(C(=O)N2CCC(NC(=O)c3cnoc3C)CC2)cc1,-17
COc1cc(NC(=O)NCCNc2nc(C)cc(N(C)C)n2)cc(OC)c1OC,-6
COc1ccc(C=C2SC(=S)N(C(C)C)C2=O)cc1,-6
Cn1c(=O)c2c(nc(SCc3ccc(F)cc3)n2Cc2ccccc2)n(C)c1=O,-4
CCSc1n[nH]c(=S)s1,7
Cc1ccc(C(=O)Oc2c(C)cccc2C)cc1S(=O)(=O)N1CCOCC1,-1
CNC(=O)CNS(=O)(=O)c1ccc(Cl)cc1,-1
CN1C(=CC=C2C(=O)Oc3ccccc3C2=O)C(C)(C)c2ccccc21,50
O=C(O)c1cc(S(=O)(=O)NCCc2ccc(Cl)cc2)ccc1O,-14
O=C(CN1CCC(CCc2ccccc2)CC1)Nc1[nH]nc2ncccc12,1
O=C1c2ccccc2NC2(CCCCC2)N1/N=C\c1ccccc1,7
O=C(Nc1ccc(S(=O)(=O)N2CCCC2)cc1)c1ccc(Cl)s1,-4

# Single values from above.
# CC(C)=CC(=O)NC(c1ccccc1)C(F)(F)F (stereo not drawn) | mcGAS RapidFire = -2
# O=C(O)c1cc(S(=O)(=O)NCCc2ccc(Cl)cc2)ccc1O | mcGAS RapidFire = -14
# COc1cc2c(cc1OC)CN(C1CCCN(C(=O)c3ccc(F)cc3Cl)C1)CC2 (stereo not drawn) | mcGAS RapidFire = -5&-2
# C=CCN(CC(=O)NC1CCOCC1)CC1CCCCC1 | mcGAS RapidFire = -4

# (cont.)
SMILES,mcGAS RapidFire
Cc1ccc(N=C2SCCCN2C(=O)c2sccc2C)cc1Cl,3
COC1CCCC1OC(=O)C1CC1c1cccc(C#N)c1 (stereo not drawn),-3
COc1ccc(C2C=C(C(=O)O)Nc3c(C(N)=O)nnn32)cc1 (stereo not drawn),-6
O=S(=O)(c1ccccc1)c1nc(NC2CC2)sc1Cl,-4
CC(CCCCC(=O)Nc1ccc(C(F)(F)F)cc1)NCCc1cnc[nH]1 (stereo not drawn),-3
COC(CNS(=O)(=O)c1cc(C(F)(F)F)ccc1C(F)(F)F)OC,-3
CC(C)c1cc(NC(=O)c2ccc(CN3CC=CC3)cc2)n(C)n1,-7
CSc1nc2ccccc2n1CN1CCN(c2ccc(F)cc2)CC1,3
CS(=O)(=O)c1ccc(C(O)CN2CCCC2CN2CCc3ccccc32)cc1 (stereo not drawn),0
CC(C)n1c2ccccc2n2c(=S)[nH]nc12,-8
COc1cc(N2C[C@H]3CC=C(C)C[C@H]3C2)ncn1,-8
CC1CCCN(S(=O)(=O)c2ccc(NCC(C(C)C)N3CCOCC3)c([N+](=O)[O-])c2)C1 (stereo not drawn),-9
Cc1c(C)n2c3c(=O)n(C)c(=O)n(C)c3nc2n1-c1ccccc1O,-2
c1ccc2c(c1)CN(CC1CCCOC1)Cc1ccccc1-2 (stereo not drawn),1
CSc1cccc(NC(=O)C2CCCCN2S(=O)(=O)c2ccc(C)cc2)c1 (stereo not drawn),-9
Cc1cn2c3c(=O)n(CCN4CCCCC4)c(=O)n(C)c3nc2n1C1CCCCC1,-3
CCc1cccc(NC(=O)C(=O)NCC2(O)CCCCC2)c1,-2
CCc1nnsc1C(=O)Nc1ncc([N+](=O)[O-])s1,49
CCCc1n[nH]c(=S)n1CC(=O)Nc1ccc(N(C)C(C)C)c(F)c1,3
O=C(Nc1ccc2c(c1)CN(C(=O)c1cnccn1)CC2)c1ccccc1Cl,-5&1
O=C(CSc1nnc(-c2cccs2)n1C1CC1)c1cc(Cl)sc1Cl,-1
C=C(C)Cn1c(=O)c2c(nc3n(Cc4ccccc4)c(C)c(C)n23)n(C)c1=O,-5
CN(Cc1ccccc1F)C(=O)CSc1nnc(-c2ccccc2)n1C,1
CCc1cc(NC(=O)NC2CCOC2c2ccccc2)n(C)n1 (stereo not drawn),-5
Cc1nc(CN2CCN(C(=O)c3cc(COc4cncc(Cl)c4)on3)CC2)cs1,-5

# The closing seven entries of the section before open the next one.
SMILES,mcGAS RapidFire
CCCc1n[nH]c(=S)n1CC(=O)Nc1ccc(N(C)C(C)C)c(F)c1,3
O=C(Nc1ccc2c(c1)CN(C(=O)c1cnccn1)CC2)c1ccccc1Cl,-5&1
O=C(CSc1nnc(-c2cccs2)n1C1CC1)c1cc(Cl)sc1Cl,-1
C=C(C)Cn1c(=O)c2c(nc3n(Cc4ccccc4)c(C)c(C)n23)n(C)c1=O,-5
CN(Cc1ccccc1F)C(=O)CSc1nnc(-c2ccccc2)n1C,1
CCc1cc(NC(=O)NC2CCOC2c2ccccc2)n(C)n1 (stereo not drawn),-5
Cc1nc(CN2CCN(C(=O)c3cc(COc4cncc(Cl)c4)on3)CC2)cs1,-5
Cc1cccc(S(=O)(=O)Nc2nc(-c3cc(C(N)=O)oc3C)cs2)c1,-5
C/C(=N/N=C1\NC(=O)C(CC(=O)Nc2ccc(C)c(Cl)c2)S1)C(C)C (stereo not drawn),-30
CN1CC2(CCCN(c3noc(-c4ccccc4)n3)CC2)OC1=O (stereo not drawn),-9
COc1ccc(-c2n[nH]c(=S)n2-c2cccc(C)c2)cc1OC,-5
O=c1c(Cl)c(Nc2ccc3c(c2)CCC3)cnn1-c1ccccc1,-2
Cc1nc(N2CCOCC2)nc(N2CCCCC2C)c1[N+](=O)[O-] (stereo not drawn),-3
CN(Cc1ccc(C(F)(F)F)cc1)c1ncnc(Cl)c1N,-11
Cc1cc(Cl)c(Cl)cc1S(=O)(=O)NCc1ccco1,11
O=S(=O)(Cc1ccccc1)NCC1CCCO1 (stereo not drawn),-21
COC(=O)c1ccc(N2C(=O)CSC2c2cccc(Br)c2)cc1 (stereo not drawn),-8
Oc1ccc2ccccc2c1SSc1c(O)ccc2ccccc12,66*
O=C(OC1CCOC1=O)c1ccc(S(=O)(=O)N2CCCCCC2)cc1 (stereo not drawn),8
N#Cc1ncn(Cc2cc(F)cc3c2OC(c2ccccc2)OC3)n1 (stereo not drawn),-7
CC1(C)Oc2ccc(NC(=O)c3ccnc(NC4CC4)c3)cc2O1,-3
CSCC(=O)N1CCCC(CNC(=O)c2ccc(-c3ccccc3)cc2)C1 (stereo not drawn),-12
CC1CCc2sc(C(=O)Nc3ccccc3SCC(N)=O)cc2C1 (stereo not drawn),-9
c1cc(-c2nc3c(c(NCC4COCCO4)n2)CCNC3)ccn1 (stereo not drawn),-6
CCCn1nc(C(=O)N(C2CC2)C(C)c2cccc(C(F)(F)F)c2)ccc1=O (stereo not drawn),-7
CN(CCC#N)S(=O)(=O)c1cc(Br)ccc1Br,-8
NC(=O)c1ccccc1/C=C/c1ccccc1,-6
CCc1cc(C2CCCN2S(=O)(=O)c2ccc(CC(C)C)cc2)on1 (stereo not drawn),-1
CCCC(=O)NC(c1ccco1)c1ccc2cccnc2c1O (stereo not drawn),-12
COC(=O)[C@@H]1CCCN1C1CCN(c2nc(C)c3ccc(S(C)(=O)=O)cc3n2)CC1,-5
CC(=O)c1cccc(OCc2cc(C(=O)N(C)Cc3sccc3C)n[nH]2)c1,-1
O=C(O)c1ccc(CN2C(=O)SC(Nc3ccccc3C(=O)O)C2=O)cc1 (stereo not drawn),-6

# mcGAS RapidFire, entries above that show a hit
SMILES,mcGAS RapidFire
Oc1ccc2ccccc2c1SSc1c(O)ccc2ccccc12,66*

# Continued:
SMILES,mcGAS RapidFire
CC(C)CNC(=O)c1cccc(NS(=O)(=O)c2ccc(Br)cc2)c1,4
O=C(Nc1ccnn1C1CCN(Cc2c(F)ccc(F)c2F)CC1)C1CCCC1,-3
CCC(C)Oc1cccc(NS(=O)(=O)c2c[nH]c(C(=O)O)c2)c1 (stereo not drawn),-2
Cc1cc(=O)c(C(=O)NC(C)c2ccc(OCC3CC3)c(F)c2)c[nH]1 (stereo not drawn),-3
Cc1ccccc1CCNC(=O)N(C)CCn1cnnc1,4
Cc1ccccc1-c1noc(-c2ccc(OC(F)(F)C(F)(F)C(F)F)cc2)n1,-15
Cc1nn(C)c(Oc2ccc(F)cc2)c1C=O,3
Cn1ccnc1CNC(=O)NCc1nnc(-c2ccccc2)s1,-6
O=C(O)CCN(Cc1ccco1)c1nc(-c2cccc(Br)c2)nc2ccccc12,-2
CN(CCNC(=O)c1cccc2c1NCCC2)S(C)(=O)=O,-5
c1nc(NCCc2noc(C3CC3)n2)cc(N2CCCCC2)n1,-12
CCCCN(C)S(=O)(=O)NC1CCN(c2cccc(F)c2)CC1,-4
Cc1cc(C)nc(Sc2ccc([N+](=O)[O-])cn2)n1,-15
Cc1ccc(-c2nn3c(-c4cc(C(C)C)[nH]n4)nnc3s2)cn1,-17
N#Cc1ccc(CC(C#N)(Cc2ccc(C#N)cc2)c2nnc3n2CCCCC3)cc1,-12
C=c1occc1=C1NN=C(SCC(=O)c2[nH]c(C)c(C(C)=O)c2C)O1,-5
CN1CCC(CNC(=O)c2cc3c(Cl)cccc3n2C)C1 (stereo not drawn),-12
O=C(CC12CC3CC(CC(C3)C1)C2)NNC(=O)C1CCCCC1,-2
Cc1c(NC(=O)C(=O)c2ccco2)cccc1C(=O)NC1CCCCC1,-15
CN(C)CC1(O)CCCN(C(=O)c2cccc(OCC(N)=O)c2)C1 (stereo not drawn),-11
Cn1c(=S)[nH]c2sc3c(c2c1=O)CCC3,-2
Cc1nc2ccccc2nc1CN(C)Cc1cnn(-c2ccccc2)c1,-21
O=C(CC1C=CCC1)NN1C(=O)NC(c2ccccc2)(c2ccccc2)C1=O (stereo not drawn),-4
CC(C)CC(=O)N1CCC(Oc2ccc(C(=O)NCCN(C)C)cc2Cl)CC1,-5
Cc1cc(C(F)(F)F)c2c(C)nn(-c3ccc([N+](=O)[O-])cc3)c2n1,-16

# Next entries.
SMILES,mcGAS RapidFire
CN(Cc1ccccc1)CC(O)CN1C(=O)NC2(CCCCCC2)C1=O (stereo not drawn),-40
CCC1=NN(C(=O)Cc2ccc([N+](=O)[O-])cc2)C(O)(c2ccc(Br)cc2)C1 (stereo not drawn),-17
COc1ccc(CCNC(=O)c2cc3ccccc3oc2=O)cc1OC,-3
CN(Cc1nc2ccccc2n1C)C(=O)C(C)(C)NC(=O)c1cccs1,-5
O=C(c1cccs1)C(Br)C(Br)c1ccc([N+](=O)[O-])cc1 (stereo not drawn),0
O=C(COC(=O)c1ccc[nH]1)Nc1c(F)cccc1F,-7
CN(Cc1ccc(F)cc1F)C(=O)c1ccc(NC(=O)OC(C)(C)C)cc1,-3
CN(Cc1ccccc1)Cc1nc2c(c(=O)n(C)c(=O)n2C)n1Cc1ccccc1F,3
CC(=O)c1c(C)nc(-c2ccc(Cl)c(Cl)c2)n1O,-7
C=CCN(C(=O)CCNC(=O)c1ccccc1F)C1CCCC1,-4
O=C1CCCN1CC1CCCN(Cc2ccc3cccc(O)c3n2)C1 (stereo not drawn),-6
O=C(C1=NN(Cc2nc(C3CC3)no2)c2ccccc2S1(=O)=O)N1CCCC1,-3
CCOC(=O)c1c(C)[nH]c(C(=O)OCC(=O)N(C)Cc2ccc3cc(OC)ccc3c2)c1C,-6
O=C(CC1C(=O)NCCN1CCCc1ccccc1)NCCCOc1cccnc1 (stereo not drawn),4
Cc1ccc(N2CCN(C(=O)c3ccc([N+](=O)[O-])c(C)c3)CC2)c(C)c1,-5
O=C(c1cn(C/C=C/c2ccccc2)nn1)N1CCN(Cc2cccs2)CC1,8
O=C(NCC1Cc2ccccc2O1)c1ccc(Cl)s1 (stereo not drawn),-16
CC[N+](C)(C)c1cccc(O)c1,-7&-4&14
Cc1[nH]c2c(C(=O)N(C)CC(C)O)cccc2c1C (stereo not drawn),-4
COc1cccc(NC(=O)C(C2CCCC2)N2CCNCC2)c1 (stereo not drawn),-13
COc1cccc(-c2nc(CN(C)C3CCCc4ccccc43)c(C)o2)c1OC (stereo not drawn),-10
CCN(Cc1cccs1)C(=O)c1ccc(-c2cccs2)nc1C,-6
COc1ccc2oc(=O)c(C(=O)Oc3ccc(F)cc3)cc2c1,-8
O=C(NC1CCN(C(=O)c2cn(-c3ccccc3)nn2)CC1)c1ccc2ccccc2n1,-3
N#CC1CC(=O)N(c2ccc(F)c(F)c2)C1=N (stereo not drawn),4

# Shown with bars between the fields: entries from further up.
molecule | mcGAS RapidFire
O=C(NCC1Cc2ccccc2O1)c1ccc(Cl)s1 (stereo not drawn) | -16
CC[N+](C)(C)c1cccc(O)c1 | -7&-4&14

# Following part
SMILES,mcGAS RapidFire
COc1ccc(-n2ccc3c(cnc4ncnn43)c2=O)cc1,-4
COc1cc(CNc2nn[nH]n2)cc(Cl)c1OCc1ccccc1,-30
CCc1cccc(C)c1Nc1n[nH]c(=S)s1,-5
CCCC1SCCN1C(=O)c1cccc(NS(=O)(=O)c2cccs2)c1 (stereo not drawn),-1
CC1(C)NC(=O)N(CN2CCN(S(=O)(=O)c3c(F)cccc3F)CC2)C1=O,-18
CCOC(=O)N1CCN(C(c2cccc(OC)c2)c2c(O)cc(C)n(CC)c2=O)CC1 (stereo not drawn),-10
CC(Cn1cncn1)NC(=O)c1csc2nc(-c3ccc(C(F)(F)F)cc3)cn12 (stereo not drawn),-4
Cc1cc(C(=O)N2CCC(n3nccc3NC(=O)CCc3ccccc3)CC2)no1,-8
CC(CNC(=O)C(C)n1cncn1)N1CCOCC1 (stereo not drawn),-11
CC(C)c1ccc(C(NC(=O)CCl)C(C)C)cc1 (stereo not drawn),-3
